HCV core dimer = HCV core protein dimerization inhibition; AID 1899; inhibition, % at 5 µM; TR-FRET GST/Flag-core106 dimerization, 1536-well; 0.33% of 300,000 active;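 active = inhibition above the mean of all tested compounds plus 3 SD, set per screening campaign, cut at about 45% in these data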
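Material: Tagged HCV core106 pair (GST and Flag) | Amount: GST-core106 13.5 nM, Flag-core106 17 nM | Medium: KF-containing HEPES buffer, pH 7.45, DTT, CHAPS, BSA | Reagent: Eu donor and XL665 acceptor anti-tag antibodies | Schedule: 4 h at 22.5 °C | Technique: Time-resolved FRET, ex 340 nm, em 617 and 671 nm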
Fh CTSL1 inh = counter-screen for PFM18AAP inhibitors: inhibitors of F. hepatica cathepsin L1 | recombinant F. hepatica cathepsin L1, Z-Leu-Arg-MCA fluorescence | inhibition, % at 5.96 µM | 0.49% of 300,000 active;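 active = inhibition above the mean of all tested compounds plus 3 SD, set per screening campaign, cut at about 17% in these data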;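 note: 0% = plate median of test compound wells and 100% = 1 µM Z-Phe-Ala-diazomethylketone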
EBNA-1 inhibitor = blocks EBNA-1 binding to DNA; EBNA-1 DNA binding, fluorescence polarization; inhibition, % at 14.8 µM; 0.34% of 300,000 active; in the data active = inhibition above about 28%
PP1 counter = counter-screen for PP5 inhibitors: inhibitors of human PP1-alpha. P62136. purified PP1alpha, OMFP fluorescence. inhibition, % at 6.7 µM. 0.9% of 320,000 active;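 active = inhibition above the mean inhibition of all tested compounds plus 3 SD, computed separately for each screening campaign, cut at about 15% in these data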
Target sequence (P62136 whole entry, looked up): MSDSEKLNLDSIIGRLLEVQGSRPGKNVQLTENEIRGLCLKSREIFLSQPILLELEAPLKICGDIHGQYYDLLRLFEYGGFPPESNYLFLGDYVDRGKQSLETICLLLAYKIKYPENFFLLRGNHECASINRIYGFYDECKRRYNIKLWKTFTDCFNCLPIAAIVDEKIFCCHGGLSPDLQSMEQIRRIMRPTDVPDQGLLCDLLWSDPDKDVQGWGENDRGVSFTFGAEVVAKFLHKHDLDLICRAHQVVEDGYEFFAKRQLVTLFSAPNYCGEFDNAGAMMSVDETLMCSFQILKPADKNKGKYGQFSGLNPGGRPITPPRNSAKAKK
CR mimetic SO = lowers age-related superoxide in aged yeast cells | S. cerevisiae aged cells, superoxide DHE fluorescence; active compounds read low | superoxide response (% of plate mean), % at 10 µM | 0.18% of 330,000 active;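 active = superoxide response under a set limit, about three screen SD below normal, cut at about 65% in these data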;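 note: yeast aged for seven days with compound at 30 °C before DHE staining; 100% = average MFI of all compound-treated wells on the plate with controls excluded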
PP5 inh = inhibitors of human protein phosphatase 5 (PP5). P53041. purified PP5c, OMFP substrate fluorescence. inhibition, % at 6.7 µM. 0.18% of 320,000 active. AID 1987;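 active = inhibition above the campaign's mean inhibition across all tested compounds plus 3 SD, cut at about 9.5% in these data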;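 note: 0% = DMSO only and 100% = 100 µM cantharidin control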
Target sequence (P53041 whole entry, looked up): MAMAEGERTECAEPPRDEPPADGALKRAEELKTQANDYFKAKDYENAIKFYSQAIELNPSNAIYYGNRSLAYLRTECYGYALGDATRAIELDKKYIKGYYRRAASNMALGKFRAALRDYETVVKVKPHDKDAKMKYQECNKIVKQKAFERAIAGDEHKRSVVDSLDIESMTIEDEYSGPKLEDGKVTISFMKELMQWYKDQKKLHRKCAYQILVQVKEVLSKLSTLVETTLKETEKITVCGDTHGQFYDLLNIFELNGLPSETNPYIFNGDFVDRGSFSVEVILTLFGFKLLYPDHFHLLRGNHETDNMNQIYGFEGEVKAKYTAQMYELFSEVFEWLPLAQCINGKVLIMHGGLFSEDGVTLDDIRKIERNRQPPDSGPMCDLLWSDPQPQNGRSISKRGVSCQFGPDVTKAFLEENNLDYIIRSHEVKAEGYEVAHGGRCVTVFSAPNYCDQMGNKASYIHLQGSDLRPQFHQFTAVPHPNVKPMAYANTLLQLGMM
JMJD2C inh = human JMJD2C demethylase inhibition | Q9H3R0 | GST-JMJD2C(1-420) H3K9me3 demethylation, DELFIA europium | inhibition, % at 2.35 µM | 0.069% of 330,000 active;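 active = more than half of a compound's replicate wells show inhibition beyond 50%, single wells judged on their own value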;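 note: signal counts dimethyl H3K9 product captured on neutravidin plate; 0% = median of DMSO wells and 100% = 0.3 times that DMSO median; strong numbers were not always called active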
TPT1 inhibitor = inhibitors of Candida albicans tRNA 2'-phosphotransferase TPT1; 0.81% of 300,000 active; recombinant caTPT1, FP RNA substrate dephosphorylation; AID 1962; inhibition, % at 5 µM;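 active = inhibition above the mean of all tested compounds plus 3 SD, set per screening campaign, cut at about 24% in these data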;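 note: plate controls were DMSO alone for no effect and ferristatin control at 100 nM for full effect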
ZTA counter = counter-screen for EBNA-1 inhibitors: inhibitors of Epstein-Barr virus ZTA; ZTA-DNA binding, fluorescence polarization; inhibition, % at 11 µM; 0.15% of 320,000 active; P03206; in the data active = inhibition above about 33%
The depositor's hits bear a star; · = no result given.

SMILES	HCV core dimer	Fh CTSL1 inh	EBNA-1 inhibitor	PP1 counter	CR mimetic SO	PP5 inh	JMJD2C inh	TPT1 inhibitor	ZTA counter
Cc1cc(O)c(NC(=O)c2ccc(Br)o2)cc1C	0.2	-2.9	3.2	-2.5	94.0	-1.1	6.9	-3.5	6.0
CCOC(=O)N1CCC(N2C(=O)c3ccccc3C2Nc2ccccc2)CC1 (centres undefined)	25.5	1.0	8.6	-2.7	82.0	0.5	-15.1	-5.3	13.2
Cc1cc(C)n(CC(=O)N/N=C/c2ccc([N+](=O)[O-])s2)n1	-0.5	6.0	-10.7	-1.8	130.7	1.2	0.9	0.7	-0.4
O=C(Nc1c2c(nn1-c1ccccc1)CS(=O)(=O)C2)c1ccc2c(c1)OCO2	-2.1	1.0	7.6	0.7	103.4	1.4	-0.5	1.4	8.9
Cc1ccc(OCCCOc2cccc3cccnc23)cc1C	4.2	2.3	6.6	-0.5	105.5	2.3	5.6	-2.6	2.8
CN(C(=O)CSc1nnc(CNC(=O)c2ccccc2)o1)c1ccccc1	-7.1	-0.4	-0.3	-3.4	105.1	2.4	-3.3	0.1	1.4
CCCOc1ccc(C(O)CCNC(CC(=O)O)c2ccccc2)cc1 (centres undefined)	-1.3	0.1	1.2	-2.0	98.5	-2.1	-1.9	0.8	-8.0
Cc1ccccc1NC(=O)C(Cl)=C(Cl)Cl	-12.3	0.4	-15.4	-3.0	128.7	1.7	-6.3	3.9	0.6
Cc1cc(NC(=O)c2cccc(S(=O)(=O)N3c4ccccc4CC3C)c2)no1 (centres undefined)	1.5	5.8	-10.9	-1.1	91.9	4.6	12.8	-1.8	-31.5
OCCN(CC(O)Cn1ccc2ccccc21)CC(O)Cn1ccc2ccccc21 (centres undefined)	-17.7	8.0	-4.0	4.1	107.1	4.7	-8.9	-0.3	-17.4
Cc1ccc(Cn2c(Sc3ncccn3)nc3c2c(=O)[nH]c(=O)n3C)cc1	0.7	-2.2	-8.7	-0.4	98.2	0.4	-0.7	-1.5	3.1
O=C1Nc2ncccc2OC1CCCl (centres undefined)	-7.2	-1.6	0.7	-4.1	104.2	-0.3	5.1	2.2	7.2
CCCOc1ccc(N2C(=O)CC(SC(=NC)Nc3ccc(F)cc3)C2=O)cc1 (centres undefined)	5.0	2.5	23.8	-1.5	107.3	0.6	17.6	-2.6	-0.9
Nc1ccc(Oc2ccc(Cl)cc2)cc1	-0.3	0.3	4.5	1.2	104.2	3.6	3.5	4.2	-20.7
CCOC(=O)c1c(C=O)c(C)n(Cc2ccc(C)cc2)c1C	6.1	5.3	-12.1	-0.2	97.6	2.3	-14.3	-5.3	-5.6
COc1ccc(-c2ccc(CCC(=O)O)n2CC2CCCO2)cc1 (centres undefined)	2.2	-0.3	-11.2	-5.9	100.9	-3.7	-13.9	6.0	7.8
O=C1c2ccccc2NC(c2cccc([N+](=O)[O-])c2)N1O (centres undefined)	0.7	0.1	-20.6	3.5	84.5	-0.6	-23.5	2.9	8.2
CCOc1ccccc1/C=N/NC(=O)c1cccc(Cl)c1	1.4	3.6	-6.1	-1.5	91.9	-1.7	-2.7	0.0	-9.1
COc1ccc(C2CC(c3ccccc3)=NN2C(=O)COC(=O)c2cccnc2)cc1 (centres undefined)	25.5	-6.8	1.1	3.3	113.4	2.0	2.8	15.3	-6.0
CCC(C)n1ncn(-c2ccc(N3CCN(c4ccc(OC)cc4)CC3)cc2)c1=O (centres undefined)	6.1	-4.1	-6.3	-0.9	127.5	-0.4	4.9	-0.1	-6.9
CCc1ccc(C2NC(=O)c3ccccc3O2)cc1 (centres undefined)	-1.1	-3.6	-1.7	2.2	93.4	-0.5	3.6	1.1	4.4
CCNC(=S)N/N=C/c1c(C)nn(-c2cccc(Cl)c2)c1Cl	16.8	3.2	57.2*	-1.7	106.0	-0.4	-4.0	-3.6	12.5
Cc1cccc(N/C(=N\S(=O)(=O)c2ccccc2)C(F)(F)F)c1	3.1	3.1	5.1	0.4	108.9	0.8	-12.1	-2.5	-6.9
CC(SCc1nc2sc3c(c2c(=O)[nH]1)CCCC3)C(=O)Nc1ccccn1 (centres undefined)	4.8	0.7	5.1	-1.0	126.8	1.1	13.1	32.5*	5.9
O=C(COC(=O)c1ccc(NS(=O)(=O)c2cccs2)cc1O)Nc1nc2ccccc2s1	18.2	-1.0	8.8	7.7	107.7	-1.9	1.3	-0.5	7.0
CC(=O)Nc1cccc(-n2nnc(SCC(=O)Nc3ccccc3)n2)c1	1.0	-2.2	-9.6	-5.1	103.4	4.8	-4.6	3.3	4.9
COc1ccc(NC(=O)c2cccc(N3C(=O)C4CCC(C)CC4C3=O)c2)c(OC)c1 (centres undefined)	-4.0	-1.2	5.5	-2.4	87.3	0.6	7.1	-1.3	-2.4
Cc1oc(CC(C)C)c(CN)c1C(=O)O	-1.2	-3.9	-9.1	-7.9	95.5	1.0	4.3	0.7	-5.5
CCCC(C(=O)OCC)P(=O)(c1ccccc1)c1ccccc1 (centres undefined)	-1.7	-2.8	-10.4	-4.8	88.2	1.5	0.2	2.0	4.7
O=C(NCC(=O)N(Cc1cccs1)C(C(=O)NC1CCCC1)c1cccnc1)c1ccco1 (centres undefined)	-6.3	-3.6	15.4	0.9	88.8	-1.5	2.2	-1.8	-0.4

A different layout for some results above:
Fields – HCV core dimer, Fh CTSL1 inh, EBNA-1 inhibitor, PP1 counter, CR mimetic SO, PP5 inh, JMJD2C inh, TPT1 inhibitor, ZTA counter
COc1ccc(-c2ccc(CCC(=O)O)n2CC2CCCO2)cc1 (centres undefined)
  2.2, -0.3, -11.2, -5.9, 100.9, -3.7, -13.9, 6.0, 7.8
O=C1c2ccccc2NC(c2cccc([N+](=O)[O-])c2)N1O (centres undefined)
  0.7, 0.1, -20.6, 3.5, 84.5, -0.6, -23.5, 2.9, 8.2
CCOc1ccccc1/C=N/NC(=O)c1cccc(Cl)c1
  1.4, 3.6, -6.1, -1.5, 91.9, -1.7, -2.7, 0.0, -9.1

(next part)
SMILES	HCV core dimer	Fh CTSL1 inh	EBNA-1 inhibitor	PP1 counter	CR mimetic SO	PP5 inh	JMJD2C inh	TPT1 inhibitor	ZTA counter
O=C(CNC(=O)c1cccc(OC(F)F)c1)Nc1ccc(Cl)cc1	-0.7	-5.0	-11.3	0.0	104.9	3.5	-9.8	-0.3	-1.0
CN(c1ccccc1)c1nc(N)c([N+](=O)[O-])c(N2CCOCC2)n1	-13.3	3.0	0.7	-0.2	94.4	-1.9	18.5	-0.7	2.1
Cc1ccc(-n2c(SCC(=O)NCc3ccco3)nnc2-c2cccnc2)c(C)c1	-0.2	2.0	-16.6	-4.1	110.6	0.8	6.4	1.0	-8.6
COc1ccc([C@H]2CC(=O)C=C(c3cccc(NC(C)=O)c3)C2)cc1	·	·	·	11.4	111.5	3.6	5.3	·	-7.3
CSc1ccccc1C(=O)N1CCN(c2cccc(Cl)c2)CC1	4.4	-8.2	-3.2	1.1	104.6	1.9	7.6	-6.0	-2.8
CC(C)[C@H](NC(=O)c1ccccc1Cl)C(=O)NC1CCCCCC1	-0.2	-0.9	4.6	-2.6	101.0	-0.1	9.4	-0.1	15.6
COC(=O)CN1C(=O)[C@H]2[C@@H](C3CC3)N3C(=O)CN(Cc4ccccn4)C(=O)[C@@]3(Cc3ccccc3)[C@H]2C1=O	-1.9	-1.4	1.6	-4.3	100.8	-0.9	19.6	-2.0	0.7
CC(C)N1C(=O)C2C(c3ccccc3O)NC(C)(C(=O)O)C2C1=O (centres undefined)	-3.4	0.1	3.6	-3.0	95.0	0.2	-7.1	-4.7	-4.9
O=C(COC(=O)c1ccc(O)cc1O)Nc1ccc(Cl)cn1	0.7	-3.0	2.5	-3.7	120.0	1.1	-1.8	-1.1	6.9
CCOC(=O)N/N=C1\CCc2ccccc21	-3.8	1.1	-11.8	-2.0	89.6	1.2	12.3	1.1	-7.7
CCN1CCc2c(OCc3ccccc3)cccc2C1=O	1.6	-3.1	-8.8	1.7	103.2	-3.0	-0.3	2.2	-2.7
COC(=O)c1c(NC(=O)CC2SC(N)=NC2=O)sc(C)c1C (centres undefined)	4.3	-0.8	7.5	-4.5	105.6	1.8	-0.7	1.2	-0.1
C=CCNc1oc(Cc2cccc3ccccc23)nc1C#N	3.3	2.2	3.6	-1.1	100.7	2.8	-0.6	2.7	-10.9
O=C(N/C(=C\c1ccc(Br)cc1)C(=O)N1CCOCC1)c1ccc([N+](=O)[O-])cc1	7.4	0.9	-8.5	2.2	116.5	1.2	13.9	-4.2	1.1
O=C(Nc1ccc([N+](=O)[O-])cc1)Nc1ccc2c(c1)OCCO2	-2.6	4.3	-4.6	3.8	81.1	2.3	-6.2	-7.0	-2.9
COc1cc2cc(CCOC(=O)CCCC(=O)O)oc(=O)c2cc1OC	·	·	·	-0.1	95.6	2.1	-7.6	·	-4.4
Cc1ccc(NS(=O)(=O)c2ccccc2)c2c1CC(C)(C)O2	-0.3	3.2	0.9	4.0	76.9	0.7	-1.1	-1.6	11.1
Cc1ccsc1/C=N/NC(=O)CNC(=O)c1cccc([N+](=O)[O-])c1C	5.1	4.4	-10.6	0.7	93.7	-2.0	-2.0	0.3	4.8
Cc1cnn(C(=O)c2cc(-c3ccccc3)nc3ccccc23)c1	0.7	-3.4	-6.3	0.7	102.6	2.0	0.3	0.9	6.7
Cn1nc(C(=O)NCCOc2ccccc2)c2ccccc2c1=O	-2.1	4.3	-14.1	-5.0	113.2	4.9	15.7	-2.4	-14.6
Cc1cnc(=O)[nH]c1SCC(=O)Nc1nccs1	0.3	-1.5	-0.7	0.1	97.5	-1.1	2.1	-0.1	0.9
COc1ccc(N2C(=O)CC(NCCNc3ccc([N+](=O)[O-])cn3)C2=O)cc1 (centres undefined)	4.4	1.4	6.8	-4.8	105.7	1.4	-13.1	0.2	12.2
CC1CCCC(C)N1C(=O)CNCc1ccc2c(c1)OCO2 (centres undefined)	8.2	-1.6	4.5	-0.7	85.4	-1.5	-5.1	-1.9	8.5
CCOC(=O)CSc1nnc(SCCN2C(=O)c3ccccc3C2=O)s1	6.1	5.4	3.9	-0.2	106.4	1.0	-0.1	3.4	10.9

Rows were taken by chance; about 3.1% have a hit in one of these screens.
